M. tuberculosis GlmU: inhibition of mycobacterial GlmU enzyme – biochemical, glucosamine-1-phosphate acetyltransferase (AID 1376); M. tuberculosis GlmU acetyltransferase enzyme assay; higher % means a stronger effect; 220,000 compounds, 0.25% hits; inhibition, %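 (tested at 30 µM in the primary screen)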, or IC50 in µM where a hit was titrated; in the data active = inhibition above about 13%;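 note: 0% = complete reaction with vehicle and 100% = reaction without substrate; strong numbers were not always called active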
RmlCD inh 1536: M. tuberculosis RmlC/RmlD coupled enzyme inhibitors, primary screen, biochemical, compound mixtures, 384-well, from 1536-well plates | 160,000 compounds, 0.03% hits | RmlC+RmlD coupled enzyme assay, percent inhibition; primary screen in compound mixtures | inhibition, % at 3.6 µM | dTDP-4-dehydrorhamnose reductase (Mycobacterium tuberculosis (strain ATCC 25618 / H37Rv)) …; in the data active = inhibition mostly above about 34%, no sharp cut-off; note: some results filed as inactive read as strong as hits
Target sequence (P9WH09 whole entry, looked up): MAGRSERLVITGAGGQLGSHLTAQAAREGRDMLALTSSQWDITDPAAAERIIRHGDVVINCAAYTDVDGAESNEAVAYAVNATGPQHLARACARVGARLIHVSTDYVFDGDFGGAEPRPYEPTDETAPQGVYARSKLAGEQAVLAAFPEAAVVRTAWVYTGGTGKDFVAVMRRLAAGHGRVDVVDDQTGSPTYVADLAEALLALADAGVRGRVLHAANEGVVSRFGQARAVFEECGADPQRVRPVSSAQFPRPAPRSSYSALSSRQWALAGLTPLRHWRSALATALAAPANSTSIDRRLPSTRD
Target sequence (P9WH11 whole entry, looked up): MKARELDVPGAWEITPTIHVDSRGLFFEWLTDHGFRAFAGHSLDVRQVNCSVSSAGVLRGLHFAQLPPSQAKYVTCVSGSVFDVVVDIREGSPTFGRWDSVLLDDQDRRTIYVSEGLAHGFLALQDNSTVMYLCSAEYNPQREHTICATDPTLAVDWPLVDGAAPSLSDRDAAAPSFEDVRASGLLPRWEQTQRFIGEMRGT
Starred values were filed as active, the others as inactive; x = no result given. This is a subset (hit frequency here may not be typical).

Values in the order: M. tuberculosis GlmU	RmlCD inh 1536
- O=C(CCCc1c[nH]c2ccccc12)Nc1ccc(S(=O)(=O)Nc2ncccn2)cc1
  x	11
- O=c1ccc(NS(=O)(=O)c2ccccc2)cn1Cc1ccc(Cl)c(Cl)c1
  1.7%	x
- CN(C)S(=O)(=O)c1ccc(NC(=O)COC(=O)CC2CC3CCC2C3)cc1 (stereo unspecified)
  -1.1%	-7
- CCCNS(=O)(=O)c1ccc(N2CCCC2=O)c([N+](=O)[O-])c1
  -1.1%	-10
- CCCC(=O)NC(=S)Nc1ccccc1OC
  3.4%	8
- COc1cccc(C(=O)OC2CCN(C)CC2)c1
  -4.1%	x
- CCOc1cc(NC(=O)C2CC2)c(OCC)cc1NC(=O)CCn1nnc2ccccc21
  7.9%	6
- CC1CCN(C(c2ccc(N(C)C)cc2)c2nnnn2Cc2ccc(F)cc2)CC1 (stereo unspecified)
  2.5%	x
- COc1cccc(/C=N/Nc2nc3ccccc3n3cnnc23)c1
  -2.1%	x
- CCc1nnc(NS(=O)(=O)c2ccc(N/C=C(\C=O)c3nc4cc(Cl)ccc4o3)cc2)s1
  5.1%	x
- CC(C)(C)c1nc(CN2CCCCC2)cc(CN2CCCCC2)c1O
  -5.5%	0
- O=C(CCC(=O)N/N=C/c1ccccc1O)NCc1ccccc1
  5.1%	-14
- Clc1ccc(CSc2cc3c(nn2)-c2ccccc2CC3)cc1
  -4.0%	-6
- O=S(=O)(c1cccc2nsnc12)N1CCc2ccccc21
  5.3%	45
- COc1ccc(N2CCN(C(CNC(=O)C(=O)NCc3ccc4c(c3)OCO4)c3ccco3)CC2)cc1 (stereo unspecified)
  1.8%	-7

Next compounds:
Values in the order: M. tuberculosis GlmU	RmlCD inh 1536
- CCCc1ccc(C(=O)NNc2cccc(C)c2)cc1
  -2.6%	-5
- CC(C)OCCCNC(=O)Cn1ncc2c(=O)oc3ccccc3c21
  4.7%	6
- OCc1c(Cl)nc2ccccn12
  -2.3%	-9
- COC(=O)c1c(C)nc2ccccc2c1-c1ccccc1
  -0.1%	x
- S=C(Nc1ccccc1)N1CCN(c2ccccn2)CC1
  -3.3%	7
- Cc1ccsc1/C=N/NC(=O)c1ccc(-n2cccc2)cc1
  -6.8%	8
- O=C1CC(c2ccc(Cl)cc2)CC(O)=C1C=NCCN1CCNCC1 (stereo unspecified)
  -4.1%	-5
- CCOC(=O)C(NC(C)=O)C(=O)Nc1ccc(OC)cc1 (stereo unspecified)
  -1.4%	x
- C[n+]1ccc(/C=C/c2c[nH]c3ccccc23)cc1
  -9.3%	x
- O=c1[nH]c(Cc2ccc(Cl)cc2)nc2ccccc12
  2.4%	7
- O=C(COC(=O)c1c2c(nc3ccccc13)CCN(Cc1ccccc1)C2)Nc1c(F)cccc1F
  -18%	-14
- COc1ccc(-c2csc(-c3ccccc3)n2)c(OC)c1
  2.1%	x
- Cc1nnsc1C(=O)N/N=C/c1ccc(OC(F)(F)F)cc1
  -4.2%	7
- COc1ccc(C2CC(=O)C(C=NCCN3CCNCC3)=C(O)C2)cc1OC (stereo unspecified)
  5.8%	-3
- CCCP(=O)(CC(=O)N(CC)CC)c1ccccc1 (stereo unspecified)
  9.5%	16

The list goes on:
Values in the order: M. tuberculosis GlmU	RmlCD inh 1536
- O=S(=O)(Cc1ccccc1Cl)N1CCCCC1
  -8.4%	-11
- CCC(C)NC(=O)CNC(=S)N(Cc1ccccc1)Cc1cccnc1 (stereo unspecified)
  -4.2%	-4
- OCCN(Cc1ccccc1)C(=S)Nc1ccc(Cl)cc1Cl
  8.2%	x
- O=C(CSc1nc(-c2ccccc2)c(-c2ccccc2)o1)NC1CCS(=O)(=O)C1 (stereo unspecified)
  6.9%	5
- Cc1ccc(S(=O)(=O)N2CC=C(C(=O)NC3CC3)CC2)cc1
  0.1%	-9
- Cc1ccc(NC(=O)C2CCCN(S(=O)(=O)c3c(C)noc3C)C2)c(C)c1 (stereo unspecified)
  -5.2%	0
- Cc1ccc2[nH]cc(C(=O)NCc3cccs3)c(=O)c2c1
  -0.9%	x
- O=C(Nc1ccc(N2CCOCC2)nc1)c1cccs1
  8.2%	2
- CCc1c(C)[nH]c2c1C(=O)C(CN1CCOCC1)CC2 (stereo unspecified)
  -2.3%	x
- O=C(COc1ncnc2ccccc12)N1CCOCC1
  0.7%	-12
- FC(F)(F)c1cccc(-c2cc3ccccc3nc2N2CCCC2)c1
  1.2%	x
- Cc1nc2nc(C)c(CCC(=O)NCc3ccc4c(c3)OCO4)c(C)n2n1
  0.7%	x
- CCC(Oc1ccccc1)C(=O)NCc1ccc(S(N)(=O)=O)cc1 (stereo unspecified)
  1.8%	-9
- Cc1ccc(OC(=O)Cn2c(C(F)(F)F)nc3ccccc32)cc1
  -1.2%	-12
- CCOC(=O)C1CCN(c2c([N+](=O)[O-])c(C(Cl)Cl)nn2-c2ccccc2)CC1
  5.2%	x

Additional records follow:
Values in the order: M. tuberculosis GlmU	RmlCD inh 1536
- O=C1NNC(c2ccccc2)=N/C1=C\c1ccccc1Cl
  1.5%	4
- CCCN(CCC)S(=O)(=O)c1ccc(C(=O)Nc2nnc(-c3cccc(OC)c3)o2)cc1
  2.8%	x
- CCOc1ccccc1NC(=S)N1CCC(NC(=O)C(C)(C)C)CC1
  7.1%	6
- COc1cc(S(=O)(=O)N2CCN(C(=O)c3ccccc3)CC2)c(OC)cc1Br
  -5.1%	-12
- Cc1cc(C)nc(NC(=O)C(C)C)n1
  -3.8%	x
- COc1ccc2ccccc2c1/C=N\n1c(C)cc(C)c(C(N)=O)c1=O
  2.2%	4
- Cc1snc(SCC(=O)N/N=C(\N)COc2cccc(C(F)(F)F)c2)c1C#N
  5.0%	x
- Cc1ccc(N2C(=O)SC(N(CC(=O)O)c3ccc(C)cc3)C2=O)cc1 (stereo unspecified)
  8.3%	-1
- O=[N+]([O-])c1cc(/C=N/N2CCN(c3ccccc3)CC2)ccc1Cl
  2.0%	6
- CCOC(=O)N/N=C(\CCC(=O)O)c1cccs1
  -1.8%	79
- Cn1c(Cc2ccc3c(c2)OCO3)nnc1SCC(=O)NC1CCCC1
  1.4%	5
- CCCCCc1c(C)nc(N2CCc3ccccc32)[nH]c1=O
  3.1%	26
- Cc1cc(C)n(-c2nc(-c3ccc(Cl)cc3)cs2)n1
  0.5%	x
- O=C(Cc1ccc(Cl)cc1)NNc1c(F)c(F)cc(F)c1F
  -4.0%	8
- COc1ccc2c(c1)C1NC(=S)NC(C)(O2)C1C(=O)Nc1ccc(Cl)cc1 (stereo unspecified)
  -1.4%	x

Individual results from the results shown:
For M. tuberculosis GlmU, `O=C1NNC(c2ccccc2)=N/C1=C\c1ccccc1Cl` reads 1.5%
For RmlCD inh 1536, `COc1cc(S(=O)(=O)N2CCN(C(=O)c3ccccc3)CC2)c(OC)cc1Br` reads -12
For RmlCD inh 1536, `COc1ccc2ccccc2c1/C=N\n1c(C)cc(C)c(C(N)=O)c1=O` reads 4

Returning to the listing with the two entries that preceded the break.
Values in the order: M. tuberculosis GlmU	RmlCD inh 1536
- O=C(Cc1ccc(Cl)cc1)NNc1c(F)c(F)cc(F)c1F
  -4.0%	8
- COc1ccc2c(c1)C1NC(=S)NC(C)(O2)C1C(=O)Nc1ccc(Cl)cc1 (stereo unspecified)
  -1.4%	x
- COc1cc(CN(C)CC(=O)c2[nH]c(C)c(C(C)=O)c2C)ccc1OC(F)F
  -8.4%	-3
- CC(=O)Nc1ccc(S(=O)(=O)NCCOc2ccc(Cl)cc2C)cc1
  -1.4%	x
- Cc1nc(SCc2cccc(F)c2)c2oc3ccccc3c2n1
  -1.4%	4
- COc1cccc(CNC(=O)CSCc2cnn(-c3ccccc3)c2-n2cccc2)c1
  1.2%	-7
- O=S(=O)(c1cnc(Cl)c(Br)c1)N1CCc2ccccc21
  0.0%	-11
- COC(=O)COc1ccc(S(=O)(=O)Nc2ccc(C(N)=O)cc2)cc1C
  1.3%	13
- N#C/C(=C\c1ccc(-c2cccc([N+](=O)[O-])c2)o1)C(=O)NCCN1CCOCC1
  -1.7%	-3
- CC(C)(C)c1ccc(S(=O)(=O)NCCc2ccncc2)cc1
  3.0%	1
- c1ccc(CN2CCC(=NNc3nc4ccccc4[nH]3)CC2)cc1
  6.2%	9
- CCOC(=O)c1c(C)[nH]c(C(=O)Cn2nnc(-c3ccc(Cl)cc3)n2)c1C
  4.4%	-4
- Cc1ccccc1Cn1nc(C)c(NC(=O)c2cc(-c3ccco3)on2)c1C
  -3.5%	-6
- Fc1ccc(N2CCN(C(=S)NCc3ccco3)CC2)cc1
  -3.0%	7
- CCOc1ccc2[nH]c(=O)c(CN(CCO)Cc3nnnn3CCc3ccccc3)cc2c1
  -5.5%	7
- CCOc1ccc(NC(=O)NCCCn2c(C)nc3cc(C)c(C)cc32)cc1
  -1.3%	x
- O=C(NCCCn1ccnc1)NC(C(F)(F)F)C(F)(F)F
  8.9%	2

Additional compounds follow:
Values in the order: M. tuberculosis GlmU	RmlCD inh 1536
- CCCCCCCN=C(C)c1ccccc1O
  1.8%	6
- COc1ccccc1N1CCN(C2CCN(C3CCC(c4ccccc4)CC3)CC2)CC1 (stereo unspecified)
  -1.9%	0
- CCn1nc(NC(=O)Cc2ccc(OC)cc2)c2cc3cc(C)ccc3nc21
  0.8%	x
- COc1ccc2c(c1)c(C(=O)N/N=C/c1ccccc1Cl)c(C)n2C
  1.4%	-7
- CCOC(=O)Cn1c(=O)oc2cc(S(=O)(=O)N3CCC(N4CCCCC4)CC3)ccc21
  2.8%	x
- Cc1ccc(NC2=NCC(=O)N2Cc2ccc3c(c2)OCO3)c(C)c1
  -4.2%	-3
- CCN(CC)CCN(C(=O)CCOc1ccccc1)c1nc2c(F)cc(F)cc2s1
  -0.4%	-11
- COc1cc(NC2c3ncccc3C(=O)N2Cc2ccco2)cc(OC)c1 (stereo unspecified)
  1.5%	-1
- Clc1cccc(Cl)c1NC1=NCCC1
  -5.1%	-12
- CC(=O)N(C(C)=O)c1cccc2c(N(C(C)=O)C(C)=O)cccc12
  5.3%	-12
- O=C(O)c1cnn(-c2ccccc2)c1-c1ccccc1
  -0.9%	x
- c1ccc(Cn2nnc3c(Nc4ccc5c(c4)OCO5)nc(C4CC4)nc32)cc1
  2.8%	-8
- Cc1cc(C)nc(SCc2nnc(SCc3ccc([N+](=O)[O-])cc3)n2Cc2ccco2)n1
  0.6%	-6
- Cc1ccccc1N1CCN(C(=O)CN2C(=O)c3ccccc3C2=O)CC1
  -3.5%	6
- COc1cccc(-c2nc3cc(C)ccc3o2)c1
  1.9%	2

Next compounds follow.
Values in the order: M. tuberculosis GlmU	RmlCD inh 1536
- CCOC(=O)C1CCN(/C=C2/C(=O)NC(=O)N(Cc3ccco3)C2=O)CC1
  7.6%	6
- O=C(/C=C/c1ccccc1)NCCC1=CCCCC1
  -2.4%	-8
- COc1ccc2c(c1OC)C(=O)N(C(C)C(=O)O)C2=O (stereo unspecified)
  -5.0%	x
- O=C(CSc1nnc(-c2cccnc2)n1Cc1ccco1)N1c2ccccc2Sc2ccccc21
  3.4%	10
- CCc1ccnc(NS(=O)(=O)c2ccc3c(c2)CCO3)c1
  2.0%	x
- O=C(NC1=NCCS1)c1cc(-c2ccc(F)cc2)nc2ccccc12
  5.9%	-7
- COc1ccc2c(=O)c3c(=O)n(-c4ccccc4)c(-c4ccco4)nc3oc2c1
  -1.7%	-8
- CC1C(C)N1CC(O)Cn1ccnc1[N+](=O)[O-] (stereo unspecified)
  -5.1%	-6
- O=C(NCc1ccccc1C(F)(F)F)C12CN(Cc3ccccc3)CC1C(c1ccc([N+](=O)[O-])cc1)=NO2 (stereo unspecified)
  -3.3%	-10
- O=C(Nc1ccc2c(c1)OCO2)C1CCN(S(=O)(=O)c2cccc3cccnc23)CC1
  -4.7%	11
- Cc1c(NC(=O)COC(=O)C2(c3ccccc3F)CCCC2)c(=O)n(-c2ccccc2)n1C
  0.1%	-10
- S=c1[nH]c2ccc(Cl)cc2[nH]1
  4.5%	17
- CCSc1nc2c(c(=O)n1CC)SC(C)C2 (stereo unspecified)
  -6.0%	-1
- CC(=O)Nc1cccc(/C(C)=N/NC(=O)c2ccc(NS(=O)(=O)c3cccs3)cc2)c1
  8.7%	8
- CC1(C)OC2OC(COC(=O)c3ccccc3)C3OC(C)(C)OC3C2O1 (stereo unspecified)
  1.9%	x

Complete entries as entered above. Order of screens: M. tuberculosis GlmU | RmlCD inh 1536
`CCc1ccnc(NS(=O)(=O)c2ccc3c(c2)CCO3)c1` as listed: 2.0% | x
`COc1ccc2c(=O)c3c(=O)n(-c4ccccc4)c(-c4ccco4)nc3oc2c1` as listed: -1.7% | -8

The list continues:
Values in the order: M. tuberculosis GlmU	RmlCD inh 1536
- CCc1nnc(N2C(=O)c3ccc(Oc4ccc([N+](=O)[O-])cc4)cc3C2=O)s1
  2.7%	-5
- COC(=O)C1=C(c2cc3ccccc3o2)C[C@@H]2CC[C@H]1N2C(=O)NC(C)C
  -0.4%	x
- CCn1c(=S)sc2c(=O)n(-c3ccccc3)c(SC)nc21
  3.3%	x
- COc1ccc(C(=O)CSc2nnc(Cn3cnc4ccccc43)o2)cc1
  -2.8%	2
- O=C(NCCN1CCOCC1)C(=O)NCc1ccco1
  0.6%	-9
- COc1cccc(C(=O)N2CCCC(c3nc(-c4cccs4)no3)C2)c1 (stereo unspecified)
  2.4%	1
- Clc1ccc(-n2ncc3c(N4CCCCCC4)ncnc32)cc1
  -4.7%	9
- Cc1c(N=Cc2c(O)n(CCc3ccccc3)c(=O)[nH]c2=O)c(=O)n(-c2ccccc2)n1C
  0.9%	5
- CCCCC(=O)Nc1ccccc1Oc1ccccc1
  -7.6%	13
- CCOc1ccc(NC(=O)NNC(=O)c2ccc(CC)s2)cc1
  -2.2%	-13
- COC(=O)Nc1ccc2c(c1)OCO2
  2.3%	-8
- CCOC(=O)c1[nH]cnc1C(=O)Nc1ccc(Cl)cc1
  -4.3%	-5
- O=C(COC(=O)CCOc1ccccc1)NCc1ccco1
  10%	x

High-throughput results: PubChem, several laboratories
